Bioassay records as filed in PubChem BioAssay.
PhoP GFP inhibition: Inhibition of PhoP regulon, Salmonella typhi GFP reporter cells, confirmation, 4 h (AID 1850). Salmonella Typhi PhoP-promoter GFP reporter, fluorescence, 4 h; higher % means a stronger effect. inhibition, % at 50 µM; hits with a dose series show IC50 in µM. 310,000 compounds, 0.33% hits; in the data active means a potency from the dose series; inconclusive means inhibition mostly from about 25% at the one dose, without a potency; inactive means the rest, 99 in 100 with inhibition below about 19%;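 further: 0% = induced wells with vehicle and 100% = uninduced wells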
influenza NS1A: H1N1 influenza NS1A inhibitors, functional cell based assay (AID 504329). NS1A functional cell-based assay, percent inhibition; higher % means a stronger effect. one-dose inhibition, % at 12.5 µM; IC50 in µM for titrated hits. 340,000 compounds, 0.3% hits; in the data active means a potency from the dose series; inconclusive means inhibition above about 27% without an active follow-up result; further: strong numbers were not always called active
M. tuberculosis: growth inhibition of non-replicating M. tuberculosis (AID 488890) | Mycobacterium tuberculosis non-replicating, growth inhibition; higher % means a stronger effect | one-dose inhibition, % at 25 µM; IC50 in µM for titrated hits | 320,000 compounds, 0.39% hits; in the data active means a potency from the dose series; inconclusive means inhibition mostly from about 82% at the one dose, without a potency; inactive means the rest, 99 in 100 with inhibition below about 76%;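 further: plate controls were DMSO cells for no effect and high antibiotic wells for full effect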
H37Rv inhibition: M. tuberculosis growth inhibition, HTS (AID 449762); inhibition, % at 25 µM, or IC50 in µM where a hit was titrated; 330,000 compounds, 0.59% hits; M. tuberculosis H37Rv growth inhibition, 7H9 media; higher % means a stronger effect; in the data active means a potency from the dose series; inconclusive means inhibition above about 70% without an active follow-up result;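 further: bacterial growth assessed after seven days of incubation; strong numbers were not always called active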
VEEV TC-83 Vero: inhibitors of VEEV TC-83 cytopathic effect, confirmation, Vero cells (AID 588727) | Vero cells, VEEV TC-83 cytopathic effect inhibition; higher % means a stronger effect | one-dose inhibition, % at 20 µM; IC50 in µM for titrated hits | 350,000 compounds, 0.13% hits; in the data active means a potency from the dose series; inconclusive means inhibition mostly from about 14% at the one dose, without a potency; inactive means the rest, 99 in 100 with inhibition below about 12%; further: strong numbers were not always called active
VEEV TC-83 Vero 10K pilot screen: also measured in VEEV TC-83 Vero; calls as there; inhibition, %; measured here: 10K pilot screen inhibition
* marks the source's active call; other numbers are inactive results; i = inactive; u = inconclusive; x = no result given.

SMILES	PhoP GFP inhibition	influenza NS1A	M. tuberculosis	H37Rv inhibition	VEEV TC-83 Vero	others
COc1ccc(OC)c(/C=N/NC(=O)Cc2nc3ccccc3[nH]2)c1	-11%	9%	12%	-17%	i
COC/C=C/C1=CC2=CC(=O)C(C)(OC(=O)c3cnc4ccccc4n3)C(=O)C2=CN1Cc1ccc(OC)cc1 (stereo not given)	1%	-12%	13%	-4%	7.9%
O=C(CN1C(=O)NC2(CCCCCC2)C1=O)N1CCN(S(=O)(=O)c2ccc(Cl)cc2)CC1	-4%	3%	3%	-1%	i
Cc1ccc(-n2nc(CN3CCOCC3)c(-c3ccccc3)c2N)c(C)c1	-25%	16%	-7%	-9%	i
COc1ccc2c(c1)CCCN2C(N)=Nc1ccc(Cl)cc1	1%	-3%	-17%	-3%	i
O=C1SC(c2ccccc2)=C/C1=C\N1CCCCC1	26%	12%	31%	0%	i
O=C(COc1ccc(F)c(Cl)c1)N1CCCCCCC1	-6%	19%	13%	-1%	i
COc1ccccc1C(O)P(=O)(OC(C)C)c1ccc(N(C)C)cc1 (stereo not given)	9%	-2%	-11%	0%	1.9%	VEEV TC-83 Vero 10K pilot screen=0.0
CSc1nnc(-c2ccc(S(=O)(=O)N3CCOCC3)cc2)n1C	9%	6%	4%	-5%	1.6%
N=P(N1CCOCC1)(N1CCOCC1)C12CC3CC(CC(C3)C1)C2	9%	-21%	25%	-9%	1.8%
Cc1cc(Br)ccc1SCC(=O)OCC(=O)NC1CC1	-12%	-9%	45%	4%	0.9%
CCOC(=O)C(CCC(=O)O)(CCC(C)C)c1csc(N)n1 (stereo not given)	4%	-6%	1%	2%	0.0%
O=C(O)c1nn(-c2ccccc2)c(-c2ccccc2)c1C(=O)c1ccccc1	-4%	-5%	-9%	-3%	0.4%
O=C(NCc1ccco1)C(=O)NCC1OCCN1C(=O)c1ccc(Cl)cc1 (stereo not given)	4%	13%	8%	0%	1.0%
CCOc1ccc(C2/C(=C(/O)c3ccc4c(c3)CC(C)O4)C(=O)C(=O)N2CCCn2ccnc2)cc1OCC (stereo not given)	1%	-2%	11%	0%	0.7%
Cc1ccc(C(=O)NC(NC(=O)c2ccc(C)cc2)c2cccc([N+](=O)[O-])c2)cc1	-2%	1%	-4%	33%	i
Cc1ccc(C2c3c(-c4ccccc4O)n[nH]c3C(=O)N2Cc2ccncc2)cc1 (stereo not given)	3%	8%	-9%	-9%	2.6%
CC1CN(C(=O)CSc2nnc(-c3cccs3)n2N)CC(C)O1 (stereo not given)	x	-5%	-13%	-10%	0.9%
CC(NC(=O)C(C)N1C(=O)c2cccc([N+](=O)[O-])c2C1=O)c1ccccc1 (stereo not given)	-3%	15%	-3%	3%	0.8%
O=C(CSC1=NS(=O)(=O)c2ccccc21)Nc1ccccc1	u	1%	26%	-1%	0.1%
Cc1ccc(S(=O)(=O)Nc2ccc(C(=O)N3CCCC3)cc2)cc1	-7%	-5%	11%	-2%	0.4%
CC(Sc1nc2c(c(=O)[nH]1)CCCC2)C(=O)Nc1ccc(Br)cn1 (stereo not given)	-11%	8%	-7%	15%	i
O=C(Nc1cccc(F)c1)Nc1cnccn1	-2%	3%	-2%	-4%	0.3%
CCn1c(SCC(=O)NCc2ccco2)nc2cccnc21	0%	10%	-8%	-8%	1.1%
Cc1cc(C)nc(/N=C2\NC(=O)CC(C(=O)O)N2c2cccc(Cl)c2)n1 (stereo not given)	7%	x	-7%	-6%	x
Cc1ccccc1Nc1c(C)c(C)nc2ncnn12	-9%	-10%	-2%	-10%	i
CC(C)n1cc(C(=O)c2cc(Br)ccc2O)cc(C#N)c1=O	11%	-5%	13%	-24%	i
COC(=O)c1ccc(N=NN2CCOCC2)cc1	4%	-10%	16%	-1%	0.6%
CN(C)c1nc(OCCOC(=O)c2ccccc2)nc(N(C)C)n1	3%	-6%	56%	-3%	1.4%
CC1CC(=O)Nc2ccccc2N1S(=O)(=O)c1ccc(F)cc1F (stereo not given)	-9%	-2%	-11%	-2%	1.6%
COc1ccc(S(=O)(=O)NCc2ccc(C(=O)N3CCC4(CC3)OCCO4)cc2)cc1	0%	8%	-5%	-5%	2.9%
CCOC(=O)N1CCN(C(=O)c2c(N)no[n+]2[O-])CC1	-12%	3%	9%	-1%	i
Cc1nnc(SCC(=O)Nc2cccc([N+](=O)[O-])c2)n1CC1CCCO1 (stereo not given)	-4%	-3%	2%	-1%	2.6%
CCOc1ccc(S(=O)(=O)N(CC)CC(=O)NCc2ccncc2)cc1C	9%	-2%	-6%	-10%	i
O=C(NC1CC2CCC(C1)N2Cc1ccccc1)c1ccccc1Br (stereo not given)	-5%	-5%	-4%	5%	i
CCN(CCCNC(=O)C1CCC(=O)N1Cc1ccc(C)cc1)c1cccc(C)c1 (stereo not given)	-6%	4%	19%	2%	4.2%
Cc1csc(=O)n1CCC(=O)OCc1nnc(-c2ccccc2Cl)o1	x	-16%	7%	11%	1.6%
CON(C)S(=O)(=O)c1cccc(C(=O)Nc2ccc(S(=O)(=O)NC3=NCCCCC3)cc2)c1	x	0%	x	x	9.1%
CCOc1ccc(CNC(=O)c2cc3oc4ccccc4c3n2C)cc1	-5%	-5%	10%	-2%	u
O=C(O)CN1C(=O)/C(=C/c2ccc(N3CCCCC3)o2)SC1=S	-9%	11%	-2%	5%	4.5%
COc1ccc(Cc2nc3ccc(S(=O)(=O)N4CCOCC4)cc3[nH]2)cc1OC	-4%	4%	-6%	-2%	3.9%	VEEV TC-83 Vero 10K pilot screen=1.4
CC1(C)CC(NC(=S)Nc2ccc(S(N)(=O)=O)cc2)CC(C)(C)N1	4%	4%	3%	-5%	0.2%
CC1CCCCC1NC(=O)CCc1nc2sc3c(c2c(=O)[nH]1)CCCC3 (stereo not given)	10%	-1%	8%	2%	2.0%
O=C(NCCC1CCCCN1S(=O)(=O)c1ccccc1)C(=O)NCc1ccccc1 (stereo not given)	2%	9%	-14%	-6%	i
c1ccc2cc(CCO[C@H]3CCCCO3)ncc2c1	x	6%	6%	4%	0.1%	VEEV TC-83 Vero 10K pilot screen=1.3
CCOC(OCC)c1nc(N)[nH]c(=O)c1CCCCc1ccccc1	x	3%	x	x	8.3%
N=c1n(CCO)c2ccccc2n1Cc1ccccc1	10%	-17%	7%	4%	0.3%
O=C(CSc1nccc(-c2ccc(Br)cc2)n1)NCCc1ccccc1	1%	-5%	13%	-1%	i
Cc1onc(-c2ccc(Cl)cc2Cl)c1C(=O)/C=C/N(C)C	-9%	-22%	15%	7%	0.9%
COCCNC(=O)C(c1ccncc1)N(C(=O)c1sc(C)nc1C)c1cccc(C)c1 (stereo not given)	0%	-1%	-7%	12%	0.2%
COc1ccc(NC(=O)C2C3C=CC(O3)C2C(=O)O)cc1 (stereo not given)	-7%	-1%	-3%	5%	0.7%
COCCCNC(=O)C[C@H]1C[C@H](C(=O)N2CCOCC2)[C@@]2(CCC3CCCC3)c3[nH]c4ccc(Cl)cc4c3CCN2C1=O	x	-16%	x	x	i
COc1ccc(NC(=O)CS(=O)(=O)c2ccccc2Cl)cc1	-1%	21%	-13%	-11%	0.2%
COc1ccc(C(=O)N=c2sccn2C)cc1	3%	-11%	-3%	-7%	0.1%
O=C(NCc1nc2ccccc2[nH]1)C1=C[C@H](C2CCCCC2)C[C@H](OCCCCO)O1	-9%	-3%	44%	8%	2.5%
CCCCN(C(=O)NC(=O)Nc1cccc(C)c1C)S(C)(=O)=O	-15%	7%	15%	-2%	0.6%
CCOC(=O)c1sc(NC(=O)c2ccc(S(=O)(=O)N3CCOCC3)cc2)nc1-c1ccccc1	3%	-3%	14%	0%	4.6%
CC(=O)Oc1ccccc1N(C(C)=O)S(=O)(=O)c1ccc2ccccc2c1	1%	-8%	10%	5%	0.9%
COCCNC(=O)/C=C/c1c(Cl)cccc1Cl	12%	-2%	-32%	1%	i
CCN(CC)C(=O)CSc1nnc(SC(C)C(=O)NC2CC2)s1 (stereo not given)	x	-7%	-5%	-9%	0.2%

(more compounds)
SMILES	PhoP GFP inhibition	influenza NS1A	M. tuberculosis	H37Rv inhibition	VEEV TC-83 Vero	others
COCc1c(C(=O)N2CCN(S(=O)(=O)c3ccccc3Cl)CC2)oc2ccccc12	x	2%	22%	8%	6.4%
Cc1ccc(-c2ccc(=O)n(CC(=O)NCCCN3CCCCC3)n2)cc1	4%	-3%	8%	-5%	0.9%
COc1ccc(CCNC(=O)CN(C)S(=O)(=O)c2cccs2)cc1	x	-3%	-1%	-7%	3.5%
CCCCCCCNC(=O)C1(CC2CC(c3cccc(Br)c3)=NO2)CCNCC1 (stereo not given)	54µM*	-8%	i	42µM*	i
O=C(NCc1cccc(C(F)(F)F)c1)c1cccc(Cl)c1Cl	-4%	-4%	1%	11%	i
Nc1ccccc1C(=O)Nc1nccs1	-12%	0%	-8%	-3%	1.0%
O=C(Nc1cc(S(=O)(=O)N2CCOCC2)ccc1N1CCCC1)c1ccc2c(c1)S(=O)(=O)c1ccccc1C2=O	7%	-5%	u	9%	11%
CCN1CCN(C(=O)c2cc3sccc3n2CC(=O)c2ccccc2)CC1	5%	1%	3%	-6%	1.1%
Clc1c(OCCCn2ccnc2)ccc2ccccc12	40µM*	-3%	9.7µM*	u	i
CCN(CC)c1ccc([N+](=O)[O-])cc1/C=N/NC(=O)CC#N	-6%	0%	15%	-5%	1.1%
CCOC(=O)N(O)c1ccc(C=Cc2ccccc2)cc1	x	-10%	x	x	1.8%
CC(c1ccc(F)cc1)n1cc(C(=O)NCc2ccc3c(c2)OCO3)nn1 (stereo not given)	-7%	0%	8%	-4%	1.0%	VEEV TC-83 Vero 10K pilot screen=2.3

A stretch from further up, for reference:
SMILES	PhoP GFP inhibition	influenza NS1A	M. tuberculosis	H37Rv inhibition	VEEV TC-83 Vero	others
COCc1c(C(=O)N2CCN(S(=O)(=O)c3ccccc3Cl)CC2)oc2ccccc12	x	2%	22%	8%	6.4%
Cc1ccc(-c2ccc(=O)n(CC(=O)NCCCN3CCCCC3)n2)cc1	4%	-3%	8%	-5%	0.9%
COc1ccc(CCNC(=O)CN(C)S(=O)(=O)c2cccs2)cc1	x	-3%	-1%	-7%	3.5%
CCCCCCCNC(=O)C1(CC2CC(c3cccc(Br)c3)=NO2)CCNCC1 (stereo not given)	54µM*	-8%	i	42µM*	i

Next part
SMILES	PhoP GFP inhibition	influenza NS1A	M. tuberculosis	H37Rv inhibition	VEEV TC-83 Vero	others
NC(=O)c1cc(S(=O)(=O)N2CCCC2)ccc1OCc1ccc(F)cc1	1%	-4%	-13%	5%	0.1%
CC(C)CN(C(=O)c1ccc(Br)o1)C1CCS(=O)(=O)C1 (stereo not given)	7%	2%	-12%	-3%	1.2%
N#Cc1c(Cl)nc2c(c1C#N)CCCC2	0%	-1%	1%	-11%	u
CC(C)(C)OC(=O)[C@H](Cc1ccccc1)NC(=O)c1nc[nH]c1C(=O)NCC(=O)OCc1ccccc1	-5%	-15%	64%	-4%	4.2%
CC(=O)N1CCC(N(CCN2CCOCC2)C(=S)Nc2ccccc2C)CC1	-4%	-7%	-12%	4%	1.6%
N#C/C(C(N)=O)=C1/SC=C(c2ccccc2)N1c1ccccc1	-2%	x	20%	-7%	3.2%
C(=N\N(c1ccccc1)c1ccccc1)/c1ccc2c(c1)OCO2	-10%	-4%	-4%	6%	0.7%
CS(=O)(=O)c1nc([N+](=O)[O-])nn1CCCc1ccccc1	-1%	-5%	u	55%	u
COc1ccc(OC)c2c(N3CCN(C)CC3)cc(C(F)(F)F)nc12	15%	2%	0%	5%	1.4%
COc1ccc(OC)c2sc(N3CCN(C(=O)c4ccc5ncsc5c4)CC3)nc12	5%	0%	4%	12%	9.5%
COc1ccccc1N1CCN(C(=O)COc2ccc(S(=O)(=O)NC(C)C)cc2)CC1	-5%	3%	6%	-8%	0.2%
O=C(C1CCCO1)N1CCN(S(=O)(=O)c2cc(C(F)(F)F)ccc2Cl)CC1 (stereo not given)	x	-3%	x	x	i
Cc1cccc(C(=O)Nc2scc(CC(C)C)c2C(=O)O)c1	-5%	-3%	75%	3%	0.5%	VEEV TC-83 Vero 10K pilot screen=4.2
CC(C)OCCCNC(=O)C1CCN(S(=O)(=O)c2ccc3nc4c(c(C(=O)O)c3c2)CCCCC4)CC1	-2%	-6%	-5%	6%	7.0%
Cc1ccc(NC(=O)CN(C)Cc2cc(=O)n3ccsc3n2)cc1	-6%	-9%	-1%	1%	i
CN1CCN(C(=S)c2ccc(Br)cc2)CC1	-8%	-13%	-8%	3%	i

An unsorted share of the library. About 1.5% of those tested had a hit in this group.
